High-throughput results from PubChem.
MEKK3 PB1 HTS = raises or lowers MEK5 binding to the human MEKK3 PB1 domain | bead-based flow cytometry, Alexa488-MEK5 binding to MEKK3; actives lie on both sides; 0 = blocked by unlabeled MEK5, 100 = vehicle | Q99759 | binding response (% of control), % at 10 µM | AID 1529 | 290,000 compounds, 1.4% hits;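 active = binding response more than 3 SD above or below the average of its plate-row segment, actives on both sides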;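 also: Alexa488 bead fluorescence after subtracting the streptavidin-only scavenger bead signal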
Target sequence (Q99759 whole entry, looked up, the tested form may be a part): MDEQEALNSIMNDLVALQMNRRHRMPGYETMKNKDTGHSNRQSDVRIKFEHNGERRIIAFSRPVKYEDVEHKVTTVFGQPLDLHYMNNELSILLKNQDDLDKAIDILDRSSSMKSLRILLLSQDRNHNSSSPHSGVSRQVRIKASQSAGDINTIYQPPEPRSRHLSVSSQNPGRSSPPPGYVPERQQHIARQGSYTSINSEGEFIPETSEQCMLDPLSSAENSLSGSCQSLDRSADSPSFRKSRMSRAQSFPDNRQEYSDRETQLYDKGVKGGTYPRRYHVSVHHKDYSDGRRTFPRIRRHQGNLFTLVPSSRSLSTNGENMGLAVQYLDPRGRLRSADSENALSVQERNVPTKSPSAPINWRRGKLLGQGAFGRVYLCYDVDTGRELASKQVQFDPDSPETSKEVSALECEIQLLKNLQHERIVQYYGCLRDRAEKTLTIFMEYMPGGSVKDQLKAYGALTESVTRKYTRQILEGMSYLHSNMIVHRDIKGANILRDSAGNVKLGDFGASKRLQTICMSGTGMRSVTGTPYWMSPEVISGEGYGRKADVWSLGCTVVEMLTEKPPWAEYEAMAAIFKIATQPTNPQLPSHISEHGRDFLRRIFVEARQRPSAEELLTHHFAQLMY
p-CIP stab down = compounds decreasing mouse p/CIP protein stability; F442A p/CIP-EGFP cells, EGFP fluorescence, 16 h; Q05BA5; 290,000 compounds, 0.01% hits; decrease of EGFP signal, % at 10 µM;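 active = EGFP signal decrease of at least 30% at 10 µM or well 3 SD below plate mean, unless failing retest; inactive = the rest, including hits failing retest or dose response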; also: some compounds called inactive have numbers as strong as hits; many of its hits are not listed in these tables
CRFR2-BP antag = blocks CRF-induced signaling of the CRF-BP/CRF-R2 complex | HEK293 CRF-R2/CRF-BP, CRF-induced calcium fluorescence | inhibition, % at 11.8 µM | 350,000 compounds, 0.59% hits;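 active = inhibition of the ligand-induced calcium signal above about 50% at the single tested concentration, limit read from the data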
IDE cell activ = activators of human insulin-degrading enzyme in cells. P14735. 340,000 compounds, 0.073% hits. AID 493087. activation, % at 5.96 µM. HEK cells, FAbeta-B cleavage, fluorescence polarization; 0% vehicle, 100% cell-free pure enzyme wells;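 active = activation above the mean of all tested compounds plus 3 SD, set per screening campaign, cut at about 17% in these data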
PHOSPHO1 block = PHOSPHO1 (human) inhibition; recombinant PHOSPHO1, absorbance phosphatase assay; 290,000 compounds, 1.1% hits; AID 1565; inhibition, % at 13.3 µM; in the data active = inhibition above about 60%
Target sequence (Q8TCT1 whole entry, looked up): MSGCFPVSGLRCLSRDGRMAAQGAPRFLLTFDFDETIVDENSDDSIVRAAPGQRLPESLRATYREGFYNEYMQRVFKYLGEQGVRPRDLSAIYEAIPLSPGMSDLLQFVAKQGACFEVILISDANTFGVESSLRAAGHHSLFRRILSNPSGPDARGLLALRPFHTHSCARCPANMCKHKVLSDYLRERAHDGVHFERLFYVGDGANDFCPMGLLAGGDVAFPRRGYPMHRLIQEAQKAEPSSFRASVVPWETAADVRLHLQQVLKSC
M4 PAM = CHRM4 positive allosteric modulation; CHO-K1 hM4/Gqi5, Fluo-8 calcium fluorescence, ACh EC20; 0% = ACh EC20, 100% = maximal ACh; activation, % at 3 µM; 360,000 compounds, 0.4% hits; AID 624126;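 active = activation above its plate's cutoff, the mean activation of sample wells plus 3 SD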; also: some results filed as inactive read as strong as hits
IDE cell inh = inhibitors of human insulin-degrading enzyme in cells. P14735. AID 434962. HEK cells, FAbetaB cleavage, fluorescence polarization. 320,000 compounds, 0.41% hits. inhibition, % at 5.59 µM;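 active = percent inhibition above the average of all tested compounds plus 3 SD, set per screening campaign, cut at about 16% in these data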;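 also: IDE supplied by intact live HEK cells; FP after avidin binding of uncleaved biotin substrate so inhibition keeps polarization high; 0% = DMSO wells and 100% = 60 µM reference IDE inhibitor Ii1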
GalR3 antag = blocks the human galanin receptor 3; inhibition, % at 3 µM; 360,000 compounds, 0.44% hits; O60755; HEK293 GalR3-CNG cAMP membrane potential fluorescence; galR3 body fused to GalR1 C-terminus;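 active = inhibition above the screen-wide average plus 3 SD, cut at about 13% in these data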;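 also: forskolin and galanin both at EC90 stimulate the cells; cAMP rise reported by CNG channel membrane potential dye signal; 0% = forskolin plus galanin with DMSO and 100% = forskolin alone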
CRFR2-BP ag = agonists of human CRF-binding protein/CRF-R2 receptor complex; HEK293 CRF-R2/CRF-BP, calcium dye fluorescence (FLIPR); percent of saturating CRF peptide response; activation, % at 13.2 µM; 350,000 compounds, 0.46% hits; AID 588473;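 active = activation of at least 50%, plus an integration ratio under a set limit after plate pattern correction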;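 also: plate controls were neutral control wells without compound for no effect and CRF at EC100 for full effect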
The depositor's hits bear a star; nt = no result given; [ ] = another dose, or the depositor's remark.

Preview, 11 compounds:
SMILES	MEKK3 PB1 HTS	p-CIP stab down	CRFR2-BP antag	IDE cell activ	PHOSPHO1 block	M4 PAM	IDE cell inh	GalR3 antag	CRFR2-BP ag
Cc1ccsc1/C=N/NC(=O)c1ccc(Cn2cc(Br)cn2)o1	97	3	17	1	-1	2	-2	-2	-0.5
COC(=O)C1C(O)=C(C=NC2CCCCC2)C(=O)CC1(C)C (stereo unspecified)	93	3	-3	4	7	-2	-2	0	1.0
O=C(O)C(=O)Nc1nc(-c2ccc3c(c2)OCCO3)cs1	101	1	-9	2	15	-4	-1	4	-1.0
O=C1NC(c2ccc(Br)cc2)Nc2ccccc21 (stereo unspecified)	103	13	-19	-2	50	1	0	-7	0.3
O=C(NCCCN1CCCC1=O)c1ccc(NS(=O)(=O)c2ccccc2)cc1	nt	nt	18	1	nt	3	0	-1	-2.7
O=C(COC(=O)/C=C/c1ccccc1)NCCC1=CCCCC1	103	-2	-21	0	-11	6	1	-6	-1.1
COc1ccccc1CNC(=O)C(=O)NCCC1CCCCN1S(=O)(=O)c1ccccc1 (stereo unspecified)	nt	nt	0	1	nt	0	6	-3	5.2
CC(=O)Nc1ccc(NC(=O)CN2CCN(c3ccccn3)CC2)cc1	89	1	15	8	19	0	-5	-8	-1.7
N#C/C(=C\c1ccc(O)c(O)c1)C(=O)Nc1ccccc1	nt	nt	-41	-43	nt	0	26*	-2	5.8
COc1ccc(C(=O)OCC(=O)NC(=O)NC2CCCC2)cc1[N+](=O)[O-]	nt	nt	0	3	nt	-1	5	-5	-1.1
Cc1ccc(/C=C(\NC(=O)c2ccccc2)C(=O)N2CCCCC2)cc1	107	-9	1	-1	14	1	3	-3	0.7

The listing (from the top)
SMILES	MEKK3 PB1 HTS	p-CIP stab down	CRFR2-BP antag	IDE cell activ	PHOSPHO1 block	M4 PAM	IDE cell inh	GalR3 antag	CRFR2-BP ag
Cc1ccsc1/C=N/NC(=O)c1ccc(Cn2cc(Br)cn2)o1	97	3	17	1	-1	2	-2	-2	-0.5
COC(=O)C1C(O)=C(C=NC2CCCCC2)C(=O)CC1(C)C (stereo unspecified)	93	3	-3	4	7	-2	-2	0	1.0
O=C(O)C(=O)Nc1nc(-c2ccc3c(c2)OCCO3)cs1	101	1	-9	2	15	-4	-1	4	-1.0
O=C1NC(c2ccc(Br)cc2)Nc2ccccc21 (stereo unspecified)	103	13	-19	-2	50	1	0	-7	0.3
O=C(NCCCN1CCCC1=O)c1ccc(NS(=O)(=O)c2ccccc2)cc1	nt	nt	18	1	nt	3	0	-1	-2.7
O=C(COC(=O)/C=C/c1ccccc1)NCCC1=CCCCC1	103	-2	-21	0	-11	6	1	-6	-1.1
COc1ccccc1CNC(=O)C(=O)NCCC1CCCCN1S(=O)(=O)c1ccccc1 (stereo unspecified)	nt	nt	0	1	nt	0	6	-3	5.2
CC(=O)Nc1ccc(NC(=O)CN2CCN(c3ccccn3)CC2)cc1	89	1	15	8	19	0	-5	-8	-1.7
N#C/C(=C\c1ccc(O)c(O)c1)C(=O)Nc1ccccc1	nt	nt	-41	-43	nt	0	26*	-2	5.8
COc1ccc(C(=O)OCC(=O)NC(=O)NC2CCCC2)cc1[N+](=O)[O-]	nt	nt	0	3	nt	-1	5	-5	-1.1
Cc1ccc(/C=C(\NC(=O)c2ccccc2)C(=O)N2CCCCC2)cc1	107	-9	1	-1	14	1	3	-3	0.7
CN(C)CCNC(=O)C12CC3(C)CC(C)(CC(C)(C3)C1)C2	105	-1	-9	2	-14	3	0	1	-0.2
CCSc1sccc1C1C(C#N)=C(N)N(c2cccnc2)C2=C1C(=O)CC(C)(C)C2 (stereo unspecified)	96	-2	2	1	48	11	5	0	2.4
O=C(Nc1cc([N+](=O)[O-])c2[nH]c(=O)c3ccccc3c2c1)C(F)(F)F	nt	nt	12	4	nt	11	nt	7	3.8
O=C(C[n+]1cc(-c2ccccc2)n2c1CCC2)Nc1nc(-c2ccc(F)cc2)cs1	108	4	-1	1	-11	-5	-2	-2	-1.4
C[C@@H]1COC(=O)[C@@H](Cc2ccc(F)cc2)C/C=C\C[C@H](CC(=O)N(CCO)Cc2ccccc2)C(=O)N1	nt	nt	-18	0	nt	-3	2	-8	-1.0
CC(C)(C)n1nc2c(c1NC(=O)Cc1ccc(F)cc1)CS(=O)(=O)C2	98	0	-17	5	29	-9	6	1	0.3
CCN(CC(=O)Nc1ccc(NC(C)=O)cc1)C(=O)COc1ccc2ccccc2c1	nt	nt	12	8	nt	4	-2	-4	5.7
CCN(Cc1ccccc1)C(=O)c1ccccc1C	81	0	3	-6	19	-5	3	0	-0.8
Cc1ccc(NS(=O)(=O)c2cc(C(=O)NCCSc3ccc(C)cc3)ccc2C)cc1	108	-1	-26	-1	-11	-7	-4	0	0.6
CC(=O)c1cccc(NC(=O)C2CC(=O)N(Cc3ccccc3)C2)c1 (stereo unspecified)	103	-10	10	6	6	12	-1	-5	-0.1
Cc1cccc(NC(=O)CNc2cc(C)ccc2C)c1	96	-2	-30	5	10	9	3	-3	-1.1
C=CCn1c(COc2ccccc2F)nnc1SCC(=O)c1c[nH]c2ccccc12	102	5	-30	-1	-14	-10	-3	-3	2.2
COc1ccc(C2CC(=O)N(C)c3ccccc3S2)cc1 (stereo unspecified)	103	-2	15	-5	-31	7	0	-5	2.1
Cn1c(N)c(C(=O)COC(=O)C2(c3ccc(Cl)cc3)CCCC2)c(=O)n(C)c1=O	98	-4	15	0	1	7	-3	-2	6.8
COc1cc2cc3c(N)c(C(=O)Nc4sc(C)c(C)c4C#N)sc3nc2cc1OC	88	-6	-2	-8	-16	5	4	1	7.2
COc1cc(NS(=O)(=O)c2ccc(NC(=S)NC(=O)c3cccs3)cc2)nc(OC)n1	109	-2	-2	1	-32	10	0	-2	-0.3
O=C(COC(=O)c1ccc2ncsc2c1)Nc1ccccc1Br	nt	nt	-1	0	nt	0	2	-5	-0.1
CNC[C@@H](Cc1ccccc1)NC[C@@H](CC1CCCCC1)NCCCc1ccccc1	115	-4	-14	13	15	1	0	-4	8.9
C=CCN(CC(=O)NC1CCCC1)C(=O)C(=O)Nc1ccc2c(c1)OCCO2	103	-8	0	0	22	-2	0	-5	-0.6
CCC1(C)Cc2c(sc3nc(SCC(=O)c4ccccc4)[nH]c(=O)c23)CO1 (stereo unspecified)	98	2	-18	-2	8	10	-3	-1	0.6
Cc1nn(C(=O)c2cccnc2)c(C)c1C	102	0	-17	3	9	-5	0	-3	-0.5
Cn1cc(C(=O)c2cccc(Cl)c2)cc1/C=N\O	42*[inhibitor]	-5	19	5	-24	-2	6	-4	-0.5
O=C(CSc1nnc(NC(=O)C2CC2)s1)Nc1ccc(F)cc1	101	-8	-9	2	12	7	2	-6	1.6
COc1ccc(CNC(=O)C(C)OC(=O)CCN2C(=O)C3CC=CCC3C2=O)cc1 (stereo unspecified)	nt	nt	-3	1	nt	1	1	-3	0.3
C=CCn1c(SCC(=O)Nc2ccc(F)cc2)nnc1-c1cnccn1	103	-6	3	7	-22	-2	-4	2	-0.4
O=C(Nc1ccc(S(=O)(=O)C(F)F)cc1)c1ccc2c(=O)n3c(nc2c1)CCC3	nt	nt	-2	-2	nt	0	-2	-5	2.6
O=C(CSc1cn(CCNC(=O)c2cccs2)c2ccccc12)NCc1ccccc1	106	-14	-8	1	-18	-10	3	nt	-0.5
COc1ccc(S(=O)(=O)Nc2ccc3c(c2)C(=O)N([C@H](C)CO)C[C@H](C)[C@H](CN(C)Cc2ccc(C(=O)O)cc2)O3)cc1	nt	nt	-1	2	nt	3	-2	-3	-0.5
Cc1cccc(N2CCN(Cc3ccc(Br)o3)CC2)c1C	109	-14	-8	-2	nt	1	0	-12	0.1
COc1ccc(CC2(CO)CCN(Cc3cc4ccccc4o3)CC2)cc1	98	0	-9	-1	27	-6	3	-4	0.0
CCSC(C)CC1CC(=O)CC(=O)C1 (stereo unspecified)	102	9	5	1	-8	1	4	2	-2.5
O=C(NCCn1ccc2ccccc21)c1cccc([N+](=O)[O-])c1	91	-2	11	3	1	-6	0	-4	0.8
COc1ccc(Cc2nnc(SCc3ccc([N+](=O)[O-])cc3)o2)cc1	99	-7	14	6	18	-5	2	-4	0.5
N#Cc1c(NCc2ccccc2)ccnc1Cl	nt	nt	18	-1	nt	-18	5	-4	-2.1
CN(C)CCC1(c2ccccc2)CCN(C)C1=O (stereo unspecified)	nt	nt	30	nt	nt	4	nt	-5	0.4
CN(CC(=O)Nc1ccc(F)cc1)C(=O)COC(=O)c1ccc(-c2ccccc2)cc1	nt	nt	2	0	nt	8	8	-1	-0.1
CCNC(=S)NNC(=O)c1ccc(=O)n(Cc2ccccc2)c1	95	-2	15	1	-25	-6	0	-3	-2.2
CCCCC(=O)N/N=C(\C)CC(=O)Nc1cc(Cl)ccc1OC	nt	-8	12	2	32	2	3	1	1.4
COC(=O)[C@@H](Cc1ccccc1)NC(=O)Cn1cc(C)c(=O)[nH]c1=O	nt	nt	-11	3	nt	3	nt	-2	0.6
CN([C@@H](Cc1ccc(OS(=O)(=O)c2cccc3cnccc23)cc1)C(=O)N1CCN(c2ccccc2)CC1)S(=O)(=O)c1cccc2cnccc12	106	-3	-25	1	-11	-14	4	nt	-0.6
CCOc1ccc(NS(=O)(=O)c2ccc(C(=O)NCC(c3cccs3)N3CCOCC3)cc2)cc1 (stereo unspecified)	nt	nt	-33	4	nt	-8	5	3	61*
CCOC(=O)N1CCN(C(=O)COc2cccc3c2CCN(Cc2ccc(F)cc2)C3=O)CC1	102	1	-6	1	13	-13	3	-5	-1.4
CN1CCN(C(=O)CCc2nc3ccccc3n2-c2ccccc2)CC1	99	11	-8	5	-4	8	5	-3	0.6
CSc1cccc(NC(=S)N2CCC(N(C)C(C)C)CC2)c1	50*[inhibitor]	-10	1	3	28	-6	2	-3	-2.5
CN1CCN(C(=O)C2=C[C@@H](c3ccc4c(c3)OCO4)C[C@@H](OCc3ccc(CO)cc3)O2)CC1	103	-3	6	-1	40	9	6	-3	-2.0
Cc1ccc(CN2C(=O)CSc3ccc(C(=O)NC4CC4)cc32)cc1	101	-2	15	-1	44	-1	2	-9	-0.4
COc1ccc(/C=N/n2c(C)nc3c([nH]c4ccccc43)c2=O)cc1CN1CCCC(C)(C)C1	101	2	13	-6	-19	-10	0	0	3.9
CCc1cnccc1CCC(=O)Nc1ccccc1C	nt	nt	2	-4	nt	-1	6	-4	0.1
